RAD52 inh = RAD52 (human) annealing inhibition; inhibition, % at 18.7 µM; P43351; recombinant RAD52 DNA annealing, FRET fluorescence; AID 651710; hit rate 0.46% among 360,000;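 active = every replicate showing at least 50% inhibition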
Cneo AK release = causes C. neoformans cell lysis; adenylate kinase release luminescence, 4 h; normalised: neutral wells 0, clomiphene wells 100; lysis activity, % at 15 µM; hit rate 0.2% among 360,000;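 active = mean lysis activity across replicates of at least 80%, whatever share of replicates individually reach that level; inactive = mean lysis activity below 80%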
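Assay system: C. neoformans cells. Amount: yeast cell density of 5 × 10^6 cells/mL. Technique: AK luminescence. Buffer or medium: YPD. Times: static 4 h at 37 °C with compound, 1 h detection. Dosing: single-point compound dose. Read-out: lysis from increased AK signal.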
PGC1a acetyl inh = modulators of PGC1a acetylation. U2OS PGC1a acetylation, AlphaScreen anti-acetyl-lysine; with virally co-expressed GCN5 acetyltransferase. inhibition, % at 15.6 µM. hit rate 0.17% among 350,000. AID 651687;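 active = every replicate shows inhibition of at least 40%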;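 note: 0% = neutral control wells and 100% = positive control wells; some results beyond the cut were filed as inactive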
ERAP1 HTS inh = ERAP1 (human) enzyme inhibition. inhibition, % at 10.7 µM. recombinant ERAP1, Leu-AMC fluorescence, 60 min. hit rate 0.15% among 340,000. AID 652197;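 active = mean replicate inhibition of at least 30%, or all replicates individually reaching that 30% level; inactive = mean below 30% and not every replicate reaching it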;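 note: 0% = neutral control wells and 100% = L-leucinethiol positive control wells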
Target sequence (Q9NZ08 whole entry, looked up): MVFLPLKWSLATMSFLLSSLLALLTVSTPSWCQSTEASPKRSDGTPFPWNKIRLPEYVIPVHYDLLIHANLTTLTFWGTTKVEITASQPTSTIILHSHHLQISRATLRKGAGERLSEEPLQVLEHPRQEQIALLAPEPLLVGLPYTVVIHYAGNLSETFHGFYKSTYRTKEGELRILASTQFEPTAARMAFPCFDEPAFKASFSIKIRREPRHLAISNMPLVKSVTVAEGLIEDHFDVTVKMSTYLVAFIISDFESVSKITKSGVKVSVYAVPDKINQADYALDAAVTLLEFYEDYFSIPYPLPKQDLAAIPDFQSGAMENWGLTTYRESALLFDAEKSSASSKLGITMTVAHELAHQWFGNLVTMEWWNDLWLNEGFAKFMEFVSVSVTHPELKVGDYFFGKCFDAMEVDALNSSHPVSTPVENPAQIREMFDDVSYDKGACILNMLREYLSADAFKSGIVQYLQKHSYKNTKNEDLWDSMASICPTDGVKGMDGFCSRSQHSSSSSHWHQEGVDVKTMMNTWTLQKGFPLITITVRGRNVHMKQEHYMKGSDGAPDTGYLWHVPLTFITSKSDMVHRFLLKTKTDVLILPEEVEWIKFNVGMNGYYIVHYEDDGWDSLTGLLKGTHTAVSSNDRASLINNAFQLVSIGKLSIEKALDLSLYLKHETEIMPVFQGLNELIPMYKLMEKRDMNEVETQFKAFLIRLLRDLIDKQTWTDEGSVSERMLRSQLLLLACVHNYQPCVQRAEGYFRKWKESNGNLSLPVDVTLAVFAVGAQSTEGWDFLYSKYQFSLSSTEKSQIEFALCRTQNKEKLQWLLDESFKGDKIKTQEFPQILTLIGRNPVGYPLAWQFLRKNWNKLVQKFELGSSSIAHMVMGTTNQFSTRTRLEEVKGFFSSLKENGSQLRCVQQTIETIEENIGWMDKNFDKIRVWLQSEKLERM
PglD DTNB = inhibitors of Campylobacter jejuni PglD acetyltransferase. purified PglD enzyme, DTNB colorimetric CoA detection. inhibition, % at 12.5 µM. hit rate 0.098% among 360,000. AID 602405; in the data active = inhibition above about 16%, passing the limit was not always enough; note: strong numbers were not always called active
E-selectin induc = induces E-selectin expression in human endothelial cells | HUVEC E-selectin immunofluorescence imaging; normalized: neutral wells 0, TNF-alpha wells 100 | activation, % at 7.58 µM | hit rate 0.37% among 260,000;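 active = mean E-selectin-positive cell signal at least 10% of the positive control, reached in at least 60% of replicates, without over 20% cell loss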;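 note: in these data hits start at about 27%; measured in HUVEC primary endothelial cells; signal is the percent of cells scored E-selectin positive by PE staining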
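Material: HUVEC primary endothelial cells; Amount: 3,000 cells per well; Dosing: single concentration; Medium: EGM-2 growth medium on 0.1% gelatin-coated wells; Read-out basis: percent E-selectin-positive cells; Signal: immunofluorescence imaging; Control set: TNF-alpha, DMSO.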
miR-122 sensor = miR-122 inhibition in Huh7 cells. AID 602342. activation (reporter increase), % at 12.5 µM. Huh7 miR-122 Renilla luciferase sensor, 48 h; neutral wells = 0, positive control = 100. hit rate 0.3% among 340,000;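 active = mean replicate activation score at least 90 and every replicate individually at or above 90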;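 note: higher luciferase means less miR-122 activity so hits act as miR-122 inhibitors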
RAD54 branch = inhibitors of human RAD54 branch migration | Q92698 | hit rate 0.14% among 360,000 | AID 602329 | RAD54 Holliday junction branch migration, FAM/BHQ fluorescence | inhibition, % at 10.4 µM;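 active = mean normalized replicate activity at least 40 and at least half of replicates scoring 40 or more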;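 note: 0% = median of neutral control wells and 100% = median of positive control wells; inhibitors cause a drop in the FAM fluorescence signal; in these data hits start at about 50%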
Active calls of the source: *; . = no result given; [ ] = dose if it differs, or a comment.

Order of results – RAD54 branch, Cneo AK release, PglD DTNB, RAD52 inh, miR-122 sensor, ERAP1 HTS inh, E-selectin induc, PGC1a acetyl inh
1	CC(C)Nc1ncnc2c1ncn2[C@H]1CN(Cc2ccco2)C[C@@H](CO)O1
 : 5, -1, 0, -6, 1, -3, -0.1, 4
2	C[n+]1c(-c2ccccc2)sc([S-])c1-c1ccccc1
 : 2, -1, -5, 4, -1, 2, -0.3, 10
3	CCCC[C@H]1C2=C3[C@@H](CC(C(=O)OC)=C[C@@H](C(=O)OC)[C@H]3C(C)(C)C2=O)n2c(=O)n(-c3ccccc3)c(=O)n21
 : 5, 0, 2, -17, ., 9, -0.4, .
4	Fc1ccc(COc2ccc(/C=N/n3cnnc3)cc2)cc1
 : -41, 0, 1, ., -2, ., ., -3
5	O=C(Nc1nnc(-c2ccco2)s1)C1CC1
 : -9, 0, -6, ., -10, ., -1.9, 15
6	Cc1cc([N+](=O)[O-])nn1CCCC(=O)NC1CCCCC1
 : ., ., ., -5, -6, ., 0.5, 0
7	O=C1C(=Cc2ccco2)CCCC1=Cc1ccco1
 : -1, 1, -5, -36, ., 3, -1.8, -19
8	CC(=O)c1ccc(OCC(O)CN(C)CCOc2ccc(Br)cc2)cc1 (stereo not drawn)
 : 15, 12, 6, -15, 0, -5, 0.0, .
9	Cc1cc(C)n2nc(C(=O)OCC(=O)Nc3cc(Cl)ccc3C)nc2n1
 : -3, 0, -1, -11, -4, 7, ., 0
10	Cc1ccc2c(C)cc[n+](CCCS(=O)(=O)[O-])c2c1
 : -10, 2, -3, ., -2, ., ., -2
11	N#C[C@H]1[C@H](c2ccccc2)[C@H](CO)N1C(=O)Nc1cccc(F)c1
 : -6, -2, 0, -19, ., -1, -0.3, 8
12	O=C(NNC(=O)C1CC=CCC1)c1ccccc1Cl (stereo not drawn)
 : -4, 0, 6, 0, -6, -2, 0.3, 19
13	O=C(CN1CCOCC1)NCC[C@@H]1CC[C@H](NC(=O)Nc2ccc(Cl)cc2)[C@H](CO)O1
 : -1, 2, 0, -1, ., -1, 0.4, -4
14	Cc1nn(CC(=O)NCC(C)c2ccccc2)c(=O)c2cc3occc3n12 (stereo not drawn)
 : 11, 6, 3, -5, -2, -6, 26, 4
15	CS(=O)(=O)Nc1ccc(C(=O)Nc2ccc(S(=O)(=O)N3CCCC3)cc2)cc1
 : 6, 1, 6, -4, 2, -5, ., 14
16	CNC[C@H]1Oc2ccc(NS(=O)(=O)c3ccc(F)cc3)cc2CC(=O)N([C@H](C)CO)C[C@H]1C
 : 5, -3, 1, 19, 18[16.7 µM], -5, -2.8, -13
17	COCCNC(=O)[C@@H]1[C@@H](CO)[C@@H]2Cn3c(ccc(-c4ccccc4F)c3=O)[C@@H]2N1C(=O)C1CC1
 : 0, -6, 0, 10, 2[16.7 µM], -1, -0.3, .
18	COc1ccccc1-c1cc(C(=O)N2CCN(c3ccccc3OC)CC2)no1
 : -3, 11, -5, -16, -7, 2, ., -6
19	Cc1cn2c(-c3ccc(Cl)cc3)nnc2s1
 : -7, 7, 2, -6, 3, 1, -0.2, .
20	C[C@@H]1CN([C@@H](C)CO)C(=O)c2cc(C#Cc3ccccc3F)cnc2O[C@H]1CN(C)C(=O)C1CCC1
 : ., ., ., 5, ., 1, -0.1, 11

Order of results – RAD54 branch, Cneo AK release, PglD DTNB, RAD52 inh, miR-122 sensor, ERAP1 HTS inh, E-selectin induc, PGC1a acetyl inh
21	CCOc1cc(NC(=S)Nc2cccc(OC)c2)c(OCC)cc1NC(=O)C1CC1
 : -2, 0, -6, ., -2, ., ., -1
22	CCOc1ccc(Nc2ncnc3c2cnn3C)cc1
 : -4, -1, -5, -14, 5, 0, ., 2
23	CN(C)C(=O)c1cc2c(c(-c3cccc(C4=CCCCC4)c3)n1)[C@H](CCO)N(S(C)(=O)=O)C2
 : -11, 1, 4, 6, ., 0, -0.1, .
24	CS(=O)(=O)N(Cc1ccccc1)c1ccc(C(=O)NCCSc2ccccn2)cc1
 : -2, 2, 0, -5, 3, 1, ., -4
25	Cc1ccc(NC(=O)c2nc[nH]c2C(=O)N2CCCCC2)c(C(=O)c2ccccc2)c1
 : -15, 1, 6, ., 40, ., ., -19
26	O=[N+]([O-])c1cccc(/C=N/Nc2cc(Cl)nc(-c3ccccc3)n2)c1
 : 10, 1, -5, ., 6, ., ., 4
27	O=C(Nc1cccc(NC(=O)c2cccc([N+](=O)[O-])c2)n1)c1cccc([N+](=O)[O-])c1
 : 3, 3, 4, -5, -7, 0, 0.4, -5
28	COc1ccc(NC(=O)Nc2ccc3c(c2)[C@H]2C[C@H](CC(=O)NCc4ccccc4F)O[C@@H](CO)[C@H]2O3)cc1
 : 0, -2, -1, 10, 4[16.7 µM], 1, -0.4, 13
29	CCOC(=O)C1=CN(Cc2cccc(F)c2)S(=O)(=O)NC1c1ccc(Br)cc1F (stereo not drawn)
 : 9, -2, 1, -4, 0, 1, 0.5, 12
30	O=C(CC1CC1)N[C@H]1CC[C@@H](CCNS(=O)(=O)c2ccc(Cl)cc2)O[C@@H]1CO
 : 4, 3, 0, 6, ., -1, -0.5, 67*
31	Cc1cccc(C(=O)OCN2C(=O)c3ccccc3C2=O)c1[N+](=O)[O-]
 : 6, 0, -3, -10, -5, 3, ., 5
32	COc1ccc(NC(=O)CC2C(=O)N(C)C(=S)N2CCc2ccccc2)cc1 (stereo not drawn)
 : 5, 5, 2, ., 4, ., -0.8, -2
33	O=C(Nc1ccc(F)cc1)N1CC(=O)N2[C@H](CO)[C@H](c3ccc(C4=CCCC4)cc3)[C@@H]2C1
 : ., ., ., 9, ., 1, 0.3, -2
34	CCOC(=O)c1c(OCC)[nH]c2ccc(O)cc12
 : 3, 1, 1, ., 2, ., ., .
35	CNC(=O)C1Cc2c(-c3ccccc3Oc3ccccc3)ccnc2O1 (stereo not drawn)
 : 1, -1, -4, -15, ., 4, 2.8, .
36	C[C@H]1CCCCO[C@H](CN(C)S(=O)(=O)c2ccc(F)cc2)[C@@H](C)CN([C@@H](C)CO)C(=O)c2cc(NC(=O)NC3CCCCC3)ccc2O1
 : -2, 0, 1, -19, -6[16.7 µM], 3, 0.0, -5
37	CN1CCN(C(=O)C[C@@H]2CC[C@@H]3[C@H](COC[C@H](O)CN3CC3CC3)O2)CC1
 : -2, 1, 0, -5, 1[16.7 µM], -2, 0.0, 4
38	COCCN(Cc1cc2cc3c(cc2nc1Cl)OCO3)C(=O)Nc1ccc(F)cc1
 : 12, 0, -4, -16, 0, 0, ., 11
39	C[C@H]1CN([C@@H](C)CO)C(=O)c2cc(NS(=O)(=O)c3cn(C)cn3)ccc2O[C@H]1CN(C)S(=O)(=O)c1ccc(F)cc1
 : -16, -1, 4, 1, -5[16.7 µM], -2, -0.1, 7
40	COc1ccc(OCC(=O)NNC(=O)c2ccccc2OCc2c(C)noc2C)cc1
 : ., ., ., -4, -7, -4, -0.2, 1

Order of results – RAD54 branch, Cneo AK release, PglD DTNB, RAD52 inh, miR-122 sensor, ERAP1 HTS inh, E-selectin induc, PGC1a acetyl inh
41	C[C@H](CO)N1C[C@H](C)[C@@H](CN(C)Cc2ccncc2)Oc2ccc(NC(=O)Nc3ccc(C(F)(F)F)cc3)cc2C1=O
 : 4, -2, 2, 7, -1[16.7 µM], 0, ., 2
42	CCOC(=O)Cc1csc(NC(=O)C(NC(=O)C2CCCCC2)C(C)C)n1 (stereo not drawn)
 : ., ., ., -7, -4, 3, ., 4
43	O=C(Cc1ccccc1[N+](=O)[O-])Nc1nccs1
 : -2, -5, -2, -6, 2, ., 3.7, 1
44	CCc1nnc(NC(=O)CCC(=O)N2CCC(Cc3ccccc3)CC2)s1
 : -4, 5, 0, -6, -6, -2, ., 0
45	Cc1cc(=O)[nH]c(SCC(=O)N2CCCc3ccccc32)n1
 : -4, -8, -2, -16, -1, 13, ., -4
46	O=c1cc(-c2ccc([N+](=O)[O-])cc2)c2cc3c(cc2[nH]1)OCCO3
 : ., ., ., -11, ., 0, -0.9, 11
47	O=c1c2ccccc2cnn1Cc1ccc(Cl)c(Cl)c1
 : 5, 2, 2, -3, 2, 5, 0.5, .
48	O=S(=O)(NCCn1cccc1)c1ccc2ccccc2c1
 : -5, 1, 0, -21, 64, -3, -3.1, 18
49	CC12CCC(=O)C=C1CCC1C2C(=O)CC2(C)C1CCC2(O)C(=O)CO (stereo not drawn)
 : 0, 4, 1, -5, -4, 3, -0.1, -2
50	C[C@@H]1CN([C@H](C)CO)C(=O)Cc2cc(NS(=O)(=O)c3cccs3)ccc2O[C@@H]1CN(C)CC1CCCCC1
 : -2, 13, 2, 5, -13[16.7 µM], -1, 0.0, 0
51	COc1ccc(Nc2nc3cc(-c4ccsc4)sc3c(=O)n2C)cc1OC
 : -10, -11, -3, -2, 5, -1, 0.2, -11
52	CC(=O)N1CCN(S(=O)(=O)c2cccc(C(=O)Nc3ccc(C)cn3)c2)CC1
 : 5, 6, 5, -2, ., -4, 0.2, .
53	C=C1CC2C3CC[C@@]4(OCOC45COCO5)[C@@]3(C)C(O)CC2[C@@]2(C)CCC(=O)C=C12 (stereo partly drawn)
 : -5, 3, -5, ., -6, ., 0.4, 6

Exported with one line to a screen: entries from further up.
(43) O=C(Cc1ccccc1[N+](=O)[O-])Nc1nccs1
(44) CCc1nnc(NC(=O)CCC(=O)N2CCC(Cc3ccccc3)CC2)s1
(45) Cc1cc(=O)[nH]c(SCC(=O)N2CCCc3ccccc32)n1
(46) O=c1cc(-c2ccc([N+](=O)[O-])cc2)c2cc3c(cc2[nH]1)OCCO3
(47) O=c1c2ccccc2cnn1Cc1ccc(Cl)c(Cl)c1
(48) O=S(=O)(NCCn1cccc1)c1ccc2ccccc2c1
(49) CC12CCC(=O)C=C1CCC1C2C(=O)CC2(C)C1CCC2(O)C(=O)CO (stereo not drawn)
(50) C[C@@H]1CN([C@H](C)CO)C(=O)Cc2cc(NS(=O)(=O)c3cccs3)ccc2O[C@@H]1CN(C)CC1CCCCC1
(51) COc1ccc(Nc2nc3cc(-c4ccsc4)sc3c(=O)n2C)cc1OC

Compound	43	44	45	46	47	48	49	50	51
RAD54 branch	-2	-4	-4	.	5	-5	0	-2	-10
Cneo AK release	-5	5	-8	.	2	1	4	13	-11
PglD DTNB	-2	0	-2	.	2	0	1	2	-3
RAD52 inh	-6	-6	-16	-11	-3	-21	-5	5	-2
miR-122 sensor	2	-6	-1	.	2	64	-4	-13[16.7 µM]	5
ERAP1 HTS inh	.	-2	13	0	5	-3	3	-1	-1
E-selectin induc	3.7	.	.	-0.9	0.5	-3.1	-0.1	0.0	0.2
PGC1a acetyl inh	1	0	-4	11	.	18	-2	0	-11
